# TrxR1 substrate = rat thioredoxin reductase 1 substrate activity; O89049; purified TrxR1 substrate turnover, NADPH consumption readout; Potency, µM (doses to about 114 µM), for inactives: at the top dose activity change, negative = substrate turnover; 390,000 compounds, 0.01% hits; further: potency means the concentration at half of the fitted maximal effect; on the % scale 0 is the no-effect control and ±100 the full control effect; nearly all actives have a fitted effect of over 50% in size
#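 Rat TrxR1, dispensed at 90 nM, was prereduced with 400 uM NADPH (final) for 5 min at ~22 deg C, then incubated with compound 15 min before 400 uM selenite. A first-read NADPH fluorescence drop versus no-compound background flagged substrates.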
# PI4K2A block = inhibitors of human PI4K2A; Q9BTU6; purified PI4K2A, ADP-Glo luminescence, 1 h; active compounds read low; activity change, negative = inhibition, % at 76.9 µM; 420,000 compounds, 0.13% hits; in the data active means activity change below about -50%; inconclusive means mostly about -30% to -49%;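 further: -100% = wells without enzyme as full effect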
#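 ADP-Glo luminescence measured ADP generated by PI4K2A enzyme (4 ug/mL before mixing) with 1.2 mM PI substrate (pre-mix) and 300 microM ATP (pre-mix). Tris pH7.5 buffer with MgCl2, Triton X-100; 1 h reaction at ambient temperature.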
# mIDH1 inhibitor = blocks human mutant IDH1 R132H enzyme; O75874; IDH1-R132H enzyme, NADPH consumption, diaphorase/resazurin fluorescence; Potency, µM (titrated, usually from 76.6 µM), inactives show at the top dose activity change, negative = inhibition, usual class: inhibitors; 390,000 compounds, 0.093% hits; AID 602179; further: potency means the concentration at half of the fitted maximal effect; on the % scale 0 is the no-effect control and ±100 the full control effect; nearly all actives have a fitted effect of over 65% in size
#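 IDH1-R132H (0.5 ug/mL) preincubated 30 min with compound, then NADPH (0.016 mM) and alpha-KG (2 mM) added; 80 min at RT, pH 7.5. Remaining NADPH coupled via diaphorase/resazurin to fluorescence (540/590 nm); concentration-response curves normalized to no-enzyme control.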
# TRHR PAM = TRH receptor (human) allosteric enhancement; TRHR cells, fluo-8 calcium fluorescence, EC20 TRH enhancement; enhancement, % at 2 µM; 360,000 compounds, 0.66% hits; in the data active means enhancement above about 30%; further: 0% is about no effect
# Target sequence (P34981 whole entry, looked up): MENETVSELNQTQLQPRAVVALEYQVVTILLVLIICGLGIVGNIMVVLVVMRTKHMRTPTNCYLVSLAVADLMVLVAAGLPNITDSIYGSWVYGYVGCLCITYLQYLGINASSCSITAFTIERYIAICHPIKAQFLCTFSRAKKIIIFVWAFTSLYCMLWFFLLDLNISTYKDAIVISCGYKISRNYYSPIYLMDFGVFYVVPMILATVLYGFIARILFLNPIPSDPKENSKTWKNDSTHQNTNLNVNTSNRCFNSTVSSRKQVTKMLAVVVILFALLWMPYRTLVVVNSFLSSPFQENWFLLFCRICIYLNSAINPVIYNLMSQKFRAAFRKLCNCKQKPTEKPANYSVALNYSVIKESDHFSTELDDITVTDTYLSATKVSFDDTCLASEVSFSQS
#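 TRHR-expressing cells loaded with fluo-8 calcium dye were read kinetically (ex 480/em 530) during compound addition, then stimulated with an EC20 of TRH (10 nM final). Enhancement of the Gq-mediated intracellular calcium response was scored.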
# D2 ag = activates the human D2 dopamine receptor; P14416; HEK293 T-REx D2 cells, calcium flux agonist mode; activation, % at 2 µM; 340,000 compounds, 0.53% hits; AID 485358;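 active means activation over 3 SD above normal in the single-dose calcium agonist read, cut at about 30% in these data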; further: 0% is about no effect
# Target sequence (P14416 whole entry, looked up): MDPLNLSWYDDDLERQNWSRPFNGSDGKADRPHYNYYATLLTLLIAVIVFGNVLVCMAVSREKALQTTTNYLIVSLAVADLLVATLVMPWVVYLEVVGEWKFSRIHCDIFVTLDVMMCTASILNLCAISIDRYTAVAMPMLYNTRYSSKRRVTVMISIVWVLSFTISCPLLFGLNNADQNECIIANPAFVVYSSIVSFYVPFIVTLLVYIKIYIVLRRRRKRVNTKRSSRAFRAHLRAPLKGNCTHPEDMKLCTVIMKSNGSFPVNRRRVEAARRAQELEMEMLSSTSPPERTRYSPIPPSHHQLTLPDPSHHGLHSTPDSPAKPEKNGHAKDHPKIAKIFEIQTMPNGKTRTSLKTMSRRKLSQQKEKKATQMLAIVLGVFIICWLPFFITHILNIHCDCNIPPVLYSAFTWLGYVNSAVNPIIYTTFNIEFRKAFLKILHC
#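 Agonism is scored from calcium flux in a force-coupled, inducible HEK293 cell line expressing D2, read kinetically for 180 s after compound addition against dopamine controls.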
# TrxR1 inh = inhibitors of rat thioredoxin reductase 1 | recombinant rTrxR1, NADPH fluorescence consumption, selenite substrate | Potency, µM (doses to about 114 µM), without a hit: top-dose activity change, negative = inhibition, most hits filed as inhibitors | 390,000 compounds, 1% hits | AID 588453; further: potency means the concentration at half of the fitted maximal effect; on the % scale 0 is the no-effect control and ±100 the full control effect; nearly all actives have a fitted effect of over 65% in size
#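 Rat TrxR1 (90 nM in the dispensed reagent) was pre-reduced with 400 uM NADPH for 5 min at room temperature, then incubated with compound for 15 min. After 400 uM selenite was added, NADPH fluorescence (Ex 340/Em 450 nm) was followed for 8 min.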
# USP1-UAF1 inh = blocks the human USP1/UAF1 deubiquitinase complex; O94782; recombinant USP1/UAF1, Ub-Rhodamine cleavage fluorescence; Potency, µM (series often up to 57.1 µM), without a hit: top-dose activity change, negative = inhibition, actives largely listed as inhibitors; 390,000 compounds, 0.23% hits; AID 743255; further: potency means the concentration at half of the fitted maximal effect; on the % scale 0 is the no-effect control and ±100 the full control effect; nearly all actives have a fitted effect of over 60% in size; inactives centre near -12
#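 USP1/UAF1 complex (1 nM) preincubated 15 min at room temperature with compound, then Ub-Rho substrate (150 nM final) added. Kinetic fluorescence at 480/540 nm over 6 reads at 60 s intervals; 50 mM HEPES pH 7.8, 0.5 mM EDTA, 0.1 mg/ml BSA, 1 mM TCEP, 0.01% Tween-20.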
# D2 antagonist = antagonizes the human D2 dopamine receptor; HEK293 TREx D2 cells, calcium flux, dopamine EC80; inhibition, % at 10 µM; 340,000 compounds, 2% hits; AID 485344; in the data active means inhibition above about 30%; further: 0% is about no effect
#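 Dopamine at EC80 is the agonist stimulus; test compounds precede it by 180 s. Calcium flux read kinetically in a force-coupled, inducible HEK293 T-REx D2 cell line.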
# TRHR ag = activates the human TRH receptor; 360,000 compounds, 0.18% hits; activation, % at 2 µM; TRHR cells, calcium flux fluo-8, FDSS agonist mode; P34981; in the data active means activation above about 30%; further: 0% is about no effect
#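 Agonist-mode FDSS calcium read (Ex 480/Em 530, 1 s cycles) in 1536-well TRHR cells with fluo-8 dye, after 10-cycle baseline and 23 nL compound addition; TRH at EC20 (10 nM final) added afterwards for the enhancer phase.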
# * hit, by the source's call; ? = inconclusive; . = no result given; [ ] = another dose, or the depositor's remark. Unless noted, the call rests on the fitted dose curve; in most records, active means well fitted inhibition curve with a large enough effect; inconclusive means small, poorly fitted or top-dose-only effect; inactive means no such curve, though single readings can be large or run the other way.
SMILES	TrxR1 substrate	PI4K2A block	mIDH1 inhibitor	TRHR PAM	D2 ag	TrxR1 inh	USP1-UAF1 inh	D2 antagonist	TRHR ag
COc1ccc(CN2CCC(C(=O)Nc3ccc(Oc4cccnc4)cc3)CC2)cc1	5%	0	-1%	4	0.7	14%	-22%	-1	3.4
O=C(c1ccc(Cl)cc1)n1nc(-c2ccco2)nc1NCc1cccs1	9%	3	-19%	-1	-0.5	-5%	?	.	0.0
O=C(COc1c(F)c(F)c(C(F)(F)F)c(F)c1F)Nc1ccc(N2CCOCC2)c(Cl)c1	-12%	-3	3%	-2	-0.6	3%	-23%	-20	0.2
O=C(Nc1c(C(=O)c2ccccc2)oc2ccccc12)c1cc(-c2ccccc2O)n[nH]1	-9%	3	2%	-19	0.2	16%[57.1 µM]	-15%	8	0.6
Cc1cc(N2CCN(C)CC2)nc2ccc(NC(=O)Nc3ccc(F)cc3F)cc12	20%	-4	-8%	-5	0.0	28%	-11%	.	0.3
Cc1cc(C(=S)N2CCOCC2)c(C)n1-c1ccc(Cl)cc1	-9%	-5	-1%	5	0.7	-35%	-25%	-11	0.8
CCS(=O)(=O)N1CCc2cc(C(=O)NCc3ccccc3OC)ccc21	-1%	4	2%	-5	-1.2	11%	-10%	.	-0.7
CCCS(=O)(=O)c1nc(S(=O)(=O)c2ccc(C)cc2)c(N2CCC(C)CC2)s1	-3%	0	-4%	-3	-0.6	22%	-22%	-14	0.5
Nc1nnnn1/N=C/c1cc(Cl)cc(Cl)c1O	0%	-2	-5%	3	9.4	2%	?	10	25
Cn1cc(S(=O)(=O)NC2CCCCC2)c(=O)n(C)c1=O	7%[57.1 µM]	-1	5%	-6	-0.1	15%[57.1 µM]	-21%	14	-0.4
COc1ccccc1C(=O)NNc1ncc(C)s1	7%[57.1 µM]	0	-1%	8	0.2	10%[57.1 µM]	-4%	-25	0.8
Cc1ccc(-c2oc3ncnc(N)c3c2-c2ccc(C)cc2)cc1	29%[57.1 µM]	1	0%	5	0.1	29%[57.1 µM]	-3%	-2	1.4
COc1ccc(CNCc2ccncc2)cc1OC	9%[57.1 µM]	0	5%	2	-0.3	19%[57.1 µM]	-16%	-15	0.4
COc1cccc2cc(C(=O)NCCc3c(C)[nH]c4ccc(F)cc34)c(=O)oc12	-6%	-4	0%	39*	0.4	3%	-24%	.	-0.6
CCn1c(=O)c([N+](=O)[O-])c(NCC2CCCO2)c2ccccc21 (stereo unspecified)	-9%	-1	4%	5	-0.5	15%[11.4 µM]	-23%	-8	0.1
O=C(Cn1c(=O)c(=O)n(Cc2ccccc2)c2ccc(Cl)cc21)Nc1cc(F)ccc1F	.	.	.	0	-0.8	.	.	4	-0.3
Cc1csc2nc(COC(=O)c3ccc(NC(=O)COc4ccccc4F)cc3)cc(=O)n12	5%[57.1 µM]	-11	-7%	-6	-2.6	13%[57.1 µM]	-4%	.	1.2
CCOC(=O)c1c(N)sc2c1CCC(C)C2 (stereo unspecified)	-4%	-5	-1%	-3	-0.7	-14%	-9%	-8	-1.3
CCOC(=O)c1ccc(S(=O)(=O)N2CCN(S(=O)(=O)CC)CC2)cc1	-9%	-13	5%	9	-0.3	-6%	-7%	-16	-0.9
COc1ccc(-c2cc(C(C)=O)c(C)n2CCC(=O)Nc2cc(Cl)ccc2C)cc1	-6%[57.1 µM]	-1	-1%	3	1.1	-2%[57.1 µM]	-24%	.	-0.3
COc1ccc2[nH]c3c(=O)n4c(nc3c2c1)SCCC4	33%[activator][57.1 µM]	4	5%	-2	2.6	29%[57.1 µM]	-8%	-6	2.0
COc1ccc(NC(=O)Nc2nnc(C(C)C)s2)cc1	10%	-10	6%	12	0.7	27%	1%	-5	-0.4
Cn1nc([N+](=O)[O-])nc1Sc1ccc(C(C)(C)C)cc1	-16%	-4	1%	-1	-0.4	?	-1%	8	-0.3
Cc1ccc(CNC(=O)CSc2ncn[nH]2)cc1	-2%	-1	-3%	6	.	9%	-10%	.	-1.1
COc1ccc(-n2cc(CNC3CCOCC3)c(-c3cccc(F)c3)n2)cc1	37%	-2	-4%	-1	1.5	19%[57.1 µM]	-7%	17	5.3
O=C(Cn1cnc2c(nnn2Cc2ccc(Cl)cc2)c1=O)NC1CCCC1	-2%	-5	3%	-3	-0.2	7%	0%	0	0.2
CCOC(=O)c1c(C)c(C(=O)NCc2ccccc2OC)c(C)n1C	9%	-8	9%	-1	0.4	10%	-17%	-7	-1.0
O=C(CCc1c[nH]c2ccccc12)NCC1CCCO1 (stereo unspecified)	8%[57.1 µM]	-1	-6%	8	0.6	1%[57.1 µM]	-18%	6	0.1
CCCCNc1ccc(C(CC(N)=O)NC(=O)Cc2cccc3ccccc23)cc1[N+](=O)[O-] (stereo unspecified)	-3%	-2	-9%	2	0.7	10%	?	-1	0.0
O=C(NCc1cccnc1)c1ccc(Cl)c(S(=O)(=O)N2CCCCCC2)c1	-2%[57.1 µM]	-5	27%	4	.	7%[57.1 µM]	-3%	.	-0.4
O=C(O)c1ccc(N2CC3CC(C2)c2cccc(=O)n2C3)c(NC(=S)Nc2ccc(Br)cc2)c1 (stereo unspecified)	-3%	-2	0%	3	.	-15%	-29%	.	0.8
CNC(=O)c1cc2cc(Cl)cc(OC)c2oc1=O	-1%	-7	3%	.	.	2%	-8%	.	.
O=S(=O)(Cc1ccccc1)Oc1ccccc1	-6%	-2	18%	4	-1.5	-5%	-30%	-4	-0.3
Cc1nc(NCCc2ccccc2)c2oc3ccccc3c2n1	-1%	-3	3%	4	-0.3	-9%	-26%	-4	-0.7
CCO/C=C1/C(=O)N(c2ccc(OC)cc2)C(=O)c2ccccc21	47%[activator]	-13	-5%	-3	1.7	16%[57.1 µM]	?	13	0.6
O=C(Nc1nnc(Cc2ccc(Cl)cc2)s1)c1cccs1	-1%	-3	-3%	0	0.8	19%	-7%	-16	-0.2
Cc1ccc(S(=O)(=O)Nc2cc(=O)[nH]c(SCC(=O)Nc3ccccc3C(F)(F)F)n2)cc1	3%	-4	-1%	12	1.0	29%	?	-19	-1.0
Cc1ccc(NC(=O)C(NC2CCCC2)c2ccccc2)cc1Cl (stereo unspecified)	10%[57.1 µM]	2	4%	4	-0.6	26%[57.1 µM]	-15%	0	1.0
COc1ccc(NS(=O)(=O)c2cc(NC(=O)C(CC(C)C)NC(N)=O)ccc2N2CCOCC2)cc1 (stereo unspecified)	3%	-2	0%	.	.	6%	-23%	.	.
C[C@H](NC(=O)Nc1cccc(C(F)(F)F)c1)C(=O)O	4%	-6	1%	-2	0.6	10%	-3%	-10	0.3
COC(=O)C(C)N=Cc1ccccc1 (stereo unspecified)	14%[57.1 µM]	0	6%	0	1.3	-48%	-7%	5	0.0
C[C@@]12C(=O)Nc3ccc(Br)cc3C(=O)N1[C@H]1c3cc(Cl)ccc3OC[C@@H]1[C@@H]2c1ccccc1	7%[57.1 µM]	1	-15%	-4	0.6	25%[57.1 µM]	22%	9	0.6
COc1cc(NC(=O)NCC2CCN(Cc3ccccc3F)CC2)cc(OC)c1	5%	-2	0%	-4	1.5	4%	-17%	9	1.8
Nc1nonc1C(=O)NCCN=Cc1cc(Cc2ccccc2)cc(Br)c1O	-4%	?	2%	5	0.0	0%	-27%	-22	0.7
Clc1ccc(C2=NN(c3ccccc3)C(c3ccco3)C2)cc1 (stereo unspecified)	179%[activator]	12	8%	8	-1.3	-32%	-19%	23	-4.1
Cc1nc2sccn2c(=O)c1S(=O)(=O)NCC(C)c1ccccc1 (stereo unspecified)	9%[57.1 µM]	3	8%	-3	1.7	8%[57.1 µM]	-14%	-28	-0.2
COc1ccc(NC(=O)CCSc2ccc3ccccc3n2)cc1	-13%	3	1%	-4	-0.8	-14%	-8%	-1	-0.4
CCCCC1(CC)C(=O)NC(=O)NC1=Nc1ccc(OC)cc1 (stereo unspecified)	4%	4	7%	-1	-0.2	17%	-3%	3	-0.3
Cc1cc(C(F)F)n2ncc(C(=O)NC3CCCCCC3)c2n1	13%	-5	5%	19	1.4	8%	-4%	14	-2.7
O=C(O)c1cccc(-n2cccc2/C=C/[N+](=O)[O-])c1	6%	-25	8%	1	0.0	10µM*	-22%	-23	1.0

# Later entries:
SMILES	TrxR1 substrate	PI4K2A block	mIDH1 inhibitor	TRHR PAM	D2 ag	TrxR1 inh	USP1-UAF1 inh	D2 antagonist	TRHR ag
COC(=O)c1cc(Cn2nc(C(=O)O)c3ccccc3c2=O)oc1C	-1%	-7	-2%	13	-1.1	-2%	-5%	-5	-2.4
CCOC(=O)C1=C(C)NC2=C(C(=O)CC(c3cccs3)C2)C1c1cccs1 (stereo unspecified)	20%	-13	-1%	-6	0.3	13%	-14%	-4	-0.2
Cc1ccc(C)c(NC(=O)Cn2c(=O)ccc3cc(S(=O)(=O)N4CCCC4)ccc32)c1	3%[57.1 µM]	9	-3%	-5	-1.9	34%[57.1 µM]	-16%	.	-0.2
CC(C)C(=O)Nc1ncc(Cc2ccc(Cl)cc2)s1	3%[57.1 µM]	-2	4%	15	0.7	?	-4%	1	-0.2
